TDP-43 yeast inh: inhibitors of TDP-43 toxicity in yeast; TDP-43 expressing yeast growth rescue, BacTiter-Glo, 24 h; Potency, µM (titrated, usually from 46.1 µM), for inactives: at the highest dose growth rescue (activation), actives largely listed as activators; 410,000 compounds, 1.8% hits; AID 652104; note: % of control where 0% means no effect; nearly all actives have a fitted effect of over 50% in size
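Luminescence from BacTiter-Glo reports growth of TDP-43-expressing yeast after 24 hr at 30 deg C with compound. Cells were raffinose-pregrown to mid-log, then seeded in galactose medium at OD600=0.02.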
PTHR1 agonist: agonists of human PTHR1 parathyroid hormone receptor | Q03431 | HEK293 GP2 PTHR1 cells, GloSensor cAMP luminescence, 1 h | Potency, µM (titrated, usually from 115 µM), for inactives: top-dose activation, usual class: activators | 410,000 compounds, 0.075% hits | AID 743266; note: nearly all actives have a fitted effect of over 55% in size; some results filed as inactive show a strong effect at the top dose; inactives centre near -15; many of its hits are not listed in these tables
Target sequence (Q03431 whole entry, looked up): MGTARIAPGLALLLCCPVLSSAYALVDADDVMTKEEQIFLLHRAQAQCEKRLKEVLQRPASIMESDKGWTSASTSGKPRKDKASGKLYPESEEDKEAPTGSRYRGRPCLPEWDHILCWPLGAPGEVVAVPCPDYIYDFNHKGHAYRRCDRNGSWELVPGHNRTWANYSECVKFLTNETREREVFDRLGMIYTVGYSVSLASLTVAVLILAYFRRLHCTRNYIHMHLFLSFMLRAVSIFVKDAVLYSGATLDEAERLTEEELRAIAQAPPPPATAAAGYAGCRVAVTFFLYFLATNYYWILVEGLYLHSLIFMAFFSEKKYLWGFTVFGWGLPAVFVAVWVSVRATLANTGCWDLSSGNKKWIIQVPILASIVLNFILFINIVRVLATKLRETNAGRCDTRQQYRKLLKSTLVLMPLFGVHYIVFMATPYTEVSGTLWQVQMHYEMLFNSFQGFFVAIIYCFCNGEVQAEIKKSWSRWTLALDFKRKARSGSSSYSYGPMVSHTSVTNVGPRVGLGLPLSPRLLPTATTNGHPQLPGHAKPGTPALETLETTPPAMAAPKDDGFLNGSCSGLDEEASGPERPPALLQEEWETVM
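HEK-293-derived GP2 cells expressing PTHR1 and a GloSensor cAMP reporter, 3,000/well, plated overnight, given luciferin plus IBMX (each 0.5 mM as added) for 1 h at 37 °C, then compound for 1 h at 37 °C. Luminescence was read after 15 min at room temperature.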
FUS yeast rescue: rescues growth of FUS-expressing yeast; S. cerevisiae FUS-expressing, growth rescue, OD600, 24 h; Potency, µM (highest dose often 76.6 µM), inactives show at the top dose growth rescue (activation), actives largely listed as activators; 390,000 compounds, 0.24% hits; AID 1347120;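 note: plate controls were DMSO vehicle for no effect and reference control for full effect; nearly all actives have a fitted effect of over 55% in size; some results filed as inactive show a strong effect at the top dose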
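Read-out: OD at 600 nm after 24hr at 30C, reporting rescue of FUS-induced yeast toxicity. Cells at OD 0.005 in galactose (2%) minimal medium; compounds tested in a dilution series; CP55940 titration from 92uM final as control.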
* hit, by the source's call; i = inactive; u = inconclusive; [ ] = remark or other dose. Calls come from the whole dose curve; as a rule, active = well fitted curve in the direction sought with a large enough effect; inconclusive = small, poorly fitted or top-dose-only effect, or another doubt; inactive = no such curve, though single readings can be large; an effect the other way counts as inactive or inconclusive. Potency is the fitted concentration of half-maximal effect.

SMILES | TDP-43 yeast inh | PTHR1 agonist | FUS yeast rescue
COc1ccc(C2(N3CCN(c4cccc(C)c4C)CC3)C(=O)c3ccccc3C2=O)cc1 | 15% | i | 3%
Cc1ccccc1Nc1nnc(-c2ccc(C)c(S(=O)(=O)N3CCCCC3)c2)c2ccccc12 | -1% | i | u
O=C(NCCc1ccc(Cl)cc1)C(=O)NCC(c1ccc2c(c1)OCO2)N1CCOCC1 (stereo not drawn) | -3% | -22% | -1%
CC1CCC(NC(=O)C2(C)Cc3ccccc3C(=O)N2Cc2ccccc2Cl)CC1 (stereo not drawn) | 8% | i | -22%
O=[N+]([O-])c1cc(-c2nc(-c3ccco3)no2)ccc1NCc1ccccc1 | 9% | i | -4%
CCC1CCCCN1S(=O)(=O)c1ccc(NC(=O)c2cc(=O)c3ccccc3o2)cc1 (stereo not drawn) | 14% | -32%[inhibitor] | -12%
CC(C)Cn1c(=O)c2sccc2n2c(CCCC(=O)NCCc3ccccc3)nnc12 | 12% | i | -4%
COc1ccc(N(CC(=O)Nc2ccc(Cl)cc2C)S(=O)(=O)c2ccccc2)c(OC)c1 | 8% | i | u
Cc1cc(C)c(S(=O)(=O)N2CCN(Cc3nc4ccc(C)cc4o3)CC2)c(C)c1 | 0% | -26% | 44%
Cc1cccc(CCNC(=O)c2ccc(CSCc3cccc(Cl)c3)o2)c1 | u | i | 20%
CC(=O)N1CCc2c(sc3c2c(=O)n(-c2cccc(Cl)c2C)c(=O)n3Cc2ccccc2C)C1 | u | -97%[inhibitor] | 24%
Cc1ccn2c(=O)cc(COc3ccc(NC(=O)COc4ccc(C)c(C)c4)cc3)nc2c1 | 21% | -19% | -20%
Cc1cc(C)cc(Oc2nc3c(c(=O)n(C)c(=O)n3C)n2Cc2ccc(F)cc2)c1 | 21% | i | -6%
Cc1nn(CC(=O)NC(C)c2ccccc2)c(=O)c2cc3occc3n12 (stereo not drawn) | -4% | i | -3%
COc1ccc2c(c1)c1c(c(=O)n(-c3ccc(F)c(Cl)c3)c(=O)n1Cc1cccc(C)c1)n2C | 10% | -10% | 2%
CCOC(=O)c1cnc(NCc2ccccc2OC)c2ccccc12 | u | 16% | 14%
CCOc1ccc(-c2nnc(SCC(=O)NC3CCCCC3)nc2-c2ccc(OCC)c(OC)c2)cc1OC | u | i | 9%
Cc1ccc(NC(=O)C(=O)NCC(c2ccc3c(c2)OCO3)N2CCN(C)CC2)cc1C (stereo not drawn) | 21% | 8% | -6%
COc1ccc(CN2COc3ccc4c(-c5ccccc5)cc(=O)oc4c3C2)cc1 | 6% | -24% | 5%
O=C(CN1N=C(c2ccc(Cl)cc2)CCC1=O)NCCc1ccccc1 | 15% | i | -7%
CC(C)(C)C(=O)Cn1c(=O)n(CCCCCC(=O)NCc2ccc3c(c2)OCO3)c(=O)c2sccc21 | 7% | -14% | 15%
COc1ccc(S(=O)(=O)NCc2nc(-c3ccccc3)no2)cc1 | 22% | i | 7%
Cc1ccc(NC(=O)Cn2cc3c(n2)CCCCC3)cc1 | -5%[9.22 µM] | -24% | -6%
CN(C)c1ccc(CNC(=O)C2CCCN(S(=O)(=O)c3ccc4c(c3)CCCC(=O)N4)C2)cc1 (stereo not drawn) | 11% | i | 36%
CCc1ccc(-n2c(N3CCN(c4ccc(F)cc4)CC3)nc3ccccc3c2=O)cc1 | 12% | i | 36%
CC(C)CC(=O)n1nc(-c2cccnc2)nc1NCc1ccc(F)cc1 | 4% | i | 32%
Cc1cc(N2CCN(C)CC2)nc2ccc(NC(=O)c3ccc(C(C)(C)C)cc3)cc12 | 24% | -18% | 22%
COc1ccc(CCNC(=O)c2ccc3c(c2)c(C)c(C)n3Cc2ccc(F)cc2)c(OC)c1OC | 1% | -1% | u
COc1cc(C(=O)N2CCN(CCc3ccccn3)CC2)cc(OC)c1OC | 14% | i | 8%
O=C(Nc1ccc(NC(=O)c2cccs2)cc1)c1cccc(Br)c1 | 5% | i | -18%
CC(C)c1ccc(NC(=O)C2(C)Cc3ccccc3C(=O)O2)cc1 (stereo not drawn) | u | i | 18%
CCC1CN(C(=O)Nc2cccc3c2CCCC3)c2cc(C)ccc2O1 (stereo not drawn) | 3% | -3% | 17%
COc1ccc(N2CC(NC(=O)c3ccc(S(=O)(=O)N4CCCCC4)cc3)CC2=O)cc1 (stereo not drawn) | 5% | -58%[inhibitor] | 14%
COc1ccc(CCNC(=O)c2ccc3c(c2)CCN3S(=O)(=O)c2ccccc2)cc1 | -8% | i | u
COc1cc(NC(=O)Cn2c(=O)n(Cc3ccccc3)c(=O)c3oc4ccccc4c32)cc(OC)c1 | 14% | i | 1%
Cc1ccc(NC(=O)CCc2c(C)nc3cc(-c4ccccc4)nn3c2C)cc1F | 12% | -17% | -35%
O=C(CCSCc1ccccc1F)N1CCN(c2ccc(Cl)cc2)CC1 | u | -86%[inhibitor] | 35%
COc1cc(OC)c(NC(=O)c2cc(CN3CCOCC3)on2)cc1Cl | 7% | i | -8%
COc1ccc(F)cc1S(=O)(=O)NCC(c1ccco1)S(=O)(=O)c1cccs1 (stereo not drawn) | u | i | 11%
CCCC(=O)NCC(c1ccc2c(c1)OCO2)N1CCN(c2ccc(F)cc2)CC1 (stereo not drawn) | 1% | 0% | 1%
CCN(CC)S(=O)(=O)c1ccc(C(=O)NC2CC(=O)N(c3ccc4c(c3)OCCO4)C2)cc1 (stereo not drawn) | 19% | i | 23%
Cc1ccc2nc(-c3ccsc3)c(Nc3ccc(Cl)cc3)n2c1 | -2% | -46%[inhibitor] | -4%
Cc1cc(O)c(C(c2cccc(Cl)c2)N2CCN(c3ccccc3)CC2)c(=O)n1Cc1ccco1 (stereo not drawn) | 5% | i | 9%
COc1ccc(CCNC(=O)CCCCn2c(=O)c3ccccc3n(Cc3ccccc3C)c2=O)cc1OC | 13% | -28% | u
CCc1ccc(-c2cc3c(N4CCN(c5ccccc5)CC4)nccn3n2)cc1 | 7% | -80%[inhibitor] | -6%
CSCCC(NS(=O)(=O)c1ccc2c(c1)oc(=O)n2C)C(=O)N1CCN(c2ccc(F)cc2)CC1 (stereo not drawn) | 2% | i | 6%
COc1cc2c(-c3ccc(C)cc3)nc3c(c(C)nn3-c3ccccc3)c2cc1OC | 19% | -20% | -7%
CC1=C(c2ccc(C(C)C)cc2)S(=O)(=O)NC1=NCc1ccccc1C | 0% | -11% | 3%
CCc1ccc(NC(=O)Cn2c(=O)n(CCc3ccccc3)c(=O)c3sc4ccccc4c32)cc1 | -10% | 17% | -21%
CCc1cc2c(cc3c(=O)n(CC(=O)NCCc4ccc(OC)c(OC)c4)ncn32)s1 | 8% | i | 1%
Cc1cccc(Cc2c(C)nc3nc(SCC(=O)NCc4ccccc4)nn3c2C)c1 | 5% | -94%[inhibitor] | u
CC(=O)Nc1ccc(S(=O)(=O)N2CCC(c3ccncc3)CC2)cc1 | 10% | -9% | 11%
CC(C)C(=O)Nc1cccc(C(=O)Nc2nnc(C(F)(F)F)s2)c1 | 12% | -23% | 1%
Cc1cccc(N2CCN(C(=O)c3noc4c3CCCCC4)CC2)c1C | 16µM* | -24% | 19%
COc1ccc(-n2nc(C(=O)NCCCOC(C)C)c3c4ccccc4n(C)c3c2=O)cc1 | 14% | -17% | -8%
CN1C(C(=O)c2ccccc2)=C(NC(=O)c2ccc(F)cc2)c2ccccc2S1(=O)=O | 4% | i | 7%
COC(=O)c1ccc(NC(=O)CC2C(=O)N(c3ccc(Cl)cc3)C(=O)N2Cc2cccs2)cc1 (stereo not drawn) | 4% | -16% | 27%
Cc1cccc(C)c1-n1ncc(C(=O)NCCCN2CCCCC2)c1C1CCN(C(=O)OC(C)(C)C)CC1 | u | 14µM* | 29%
Cc1cc(NC(=O)c2cccn2-c2nnc(N3CCCCC3)s2)ccc1Br | 1% | -28% | u
CCOc1cccc(CNC(=O)c2ccc(N3CCCC3)c(NC(=O)NCc3ccc(F)cc3)c2)c1 | 10% | -22% | 4%

Exported as a markdown table: part of the list above
| SMILES | TDP-43 yeast inh | PTHR1 agonist | FUS yeast rescue |
| --- | --- | --- | --- |
| Cc1cccc(N2CCN(C(=O)c3noc4c3CCCCC4)CC2)c1C | 16µM* | -24% | 19% |
| COc1ccc(-n2nc(C(=O)NCCCOC(C)C)c3c4ccccc4n(C)c3c2=O)cc1 | 14% | -17% | -8% |
| CN1C(C(=O)c2ccccc2)=C(NC(=O)c2ccc(F)cc2)c2ccccc2S1(=O)=O | 4% | i | 7% |
| COC(=O)c1ccc(NC(=O)CC2C(=O)N(c3ccc(Cl)cc3)C(=O)N2Cc2cccs2)cc1 (stereo not drawn) | 4% | -16% | 27% |
| Cc1cccc(C)c1-n1ncc(C(=O)NCCCN2CCCCC2)c1C1CCN(C(=O)OC(C)(C)C)CC1 | u | 14µM* | 29% |
| Cc1cc(NC(=O)c2cccn2-c2nnc(N3CCCCC3)s2)ccc1Br | 1% | -28% | u |

(list continues)
SMILES | TDP-43 yeast inh | PTHR1 agonist | FUS yeast rescue
CCOC(=O)c1cnc2c(C)cc(C)cc2c1Nc1ccc(OCc2ccccc2)cc1 | 1% | 24% | 22%
COc1ccccc1NC(=O)Cn1c(=O)n(Cc2ccco2)c(=O)c2oc3ccccc3c21 | 7% | i | 4%
Cc1cc(C(=O)Nc2ccc(-n3c(C)nc4ccccc4c3=O)cc2)ccc1[N+](=O)[O-] | -1% | i | 16%
CCCCc1ccc(C(=O)Nc2ccc3nc(N(CC)CC)cc(C)c3c2)cc1 | u | -24% | u
CCc1ccc(NC(=O)CSc2nc3nccnc3c(=O)n2CCc2c[nH]c3ccccc23)cc1 | 10% | -19% | -10%
CCOC(=O)c1ccccc1NC(=O)CCc1c(C)nc2c(c1C)c(=O)n(C)c(=O)n2C | -15% | -18% | -1%
CC(C)c1nn2c(=O)cc(COC(=O)c3cccc(NC(=O)c4ccccc4F)c3)nc2s1 | 10% | -6% | -7%
COc1ccc(NC(=O)Cn2nnc(C(=O)NCc3ccccc3Cl)c2N)cc1Cl | 23% | -19% | -3%
COCCNc1oc(-c2ccccc2)nc1S(=O)(=O)c1ccc(Br)cc1 | 2% | -5% | 0%
Cc1ccc(S(=O)(=O)C(CNC(=O)C(=O)NCCc2ccc(F)cc2)c2cccs2)cc1 (stereo not drawn) | 8% | -15% | 14%
COc1cc(NC(=O)CSc2nc3nc(C)c(Cc4ccc(C)cc4)c(C)n3n2)cc(OC)c1 | 20% | -76%[inhibitor] | 32µM*
CCOC(=O)c1c(C)c(C(=O)NCc2ccc(Cl)cc2)c(C)n1C | -2% | 4% | -1%
CCC(=O)Nc1ccc(CC)cc1-c1nc2ccccc2n(CC(=O)Nc2cccc(OC)c2)c1=O | 12% | -12% | 15%
CCC1CN(C(=O)Nc2cc(Cl)ccc2C(=O)OC)c2ccccc2S1 (stereo not drawn) | -9% | 0% | -17%
Cc1ccc(NC(=O)c2nc(S(C)(=O)=O)ncc2N(Cc2ccco2)Cc2cccs2)cc1C | 21% | -24% | 35%
CCOc1ccc(C(=O)Nc2ccc(-n3nncc3-c3ccc(OC)cc3)cc2)cc1 | 16% | -50%[inhibitor] | 4%
Cc1nc2c(C(=O)NCCc3ccc(Cl)cc3)c[nH]n2c(=O)c1Cc1ccc(Cl)cc1 | 24% | -28% | 30%
CC(C)CCNc1nc(Nc2ccccc2)c2cnn(C)c2n1 | 18µM* | -20% | u
CC(C)(C)C1CCc2c(sc(NC(=O)c3ccccc3F)c2C(=O)N2CCCCC2)C1 (stereo not drawn) | 0% | -7% | 17%
COCCn1c(C)cc(O)c(C(c2ccccc2OC)N2CCCCC2)c1=O (stereo not drawn) | 12% | 6% | 20%
CCOC(=O)C1CCN(c2nc3c(S(=O)(=O)c4ccc(Br)cc4)nnn3c3ccsc23)CC1 | 4% | i | u
COc1cc(OC)c2c(C)c(CC(=O)NCc3ccccc3OC)c(=O)oc2c1 | 0% | i | -24%
Cc1ccc2nc(N3CCC(C(=O)N4CCN(c5cccc(Cl)c5)CC4)CC3)[nH]c2c1 | u | -19% | 13%
COc1ccc(C2=C(C)C(=NCCCN3CCN(c4cc(Cl)ccc4C)CC3)NS2(=O)=O)cc1 | 15% | i | 21%
CCOC(=O)c1c(C)oc2nc(C)nc(NCCc3ccc(C)cc3)c12 | 15% | u | -29%
Cc1cccc(-n2nnc(-c3nc(-c4cccs4)no3)c2N)c1 | 5% | 29% | -4%
O=C(Cn1ccc2cc(S(=O)(=O)N3CCCCC3)ccc21)NCc1cccc(Cl)c1 | 5% | -3% | -9%

3 entries already listed, ordered by the value under PTHR1 agonist, largest number first:
Structure	PTHR1 agonist
COCCn1c(C)cc(O)c(C(c2ccccc2OC)N2CCCCC2)c1=O (stereo not drawn)	6%
O=C(Cn1ccc2cc(S(=O)(=O)N3CCCCC3)ccc21)NCc1cccc(Cl)c1	-3%
Cc1nc2c(C(=O)NCCc3ccc(Cl)cc3)c[nH]n2c(=O)c1Cc1ccc(Cl)cc1	-28%

Not all compounds are listed (hit frequency here may not be typical).
